# Compound activity as filed in PubChem.
# LYPLA2 inh: blocks human lysophospholipase 2, a PME1 counter-screen. O95372. recombinant LYPLA2, FP-Rh probe fluorescence polarization. inhibition, % at 5.9 µM. 320,000 tested, 0.38% active;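 active = inhibition above the screen-wide mean plus 3 SD, limit set per campaign, cut at about 26% in these data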;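 note: 0% = LYPLA2 with DMSO and 100% = wells lacking LYPLA2 enzyme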
# Target sequence (O95372 whole entry, looked up): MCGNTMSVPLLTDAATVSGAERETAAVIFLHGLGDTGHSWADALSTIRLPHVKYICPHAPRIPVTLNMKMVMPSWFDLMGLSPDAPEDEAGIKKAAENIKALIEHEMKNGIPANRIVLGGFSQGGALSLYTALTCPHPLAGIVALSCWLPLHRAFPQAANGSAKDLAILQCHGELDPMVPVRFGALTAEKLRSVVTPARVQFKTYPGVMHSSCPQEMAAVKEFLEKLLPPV
# Fh CTSL1 inh: counter-screen for PFM18AAP inhibitors: inhibitors of F. hepatica cathepsin L1; recombinant F. hepatica cathepsin L1, Z-Leu-Arg-MCA fluorescence; inhibition, % at 5.96 µM; 300,000 tested, 0.49% active; AID 1906;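 active = inhibition above the mean of all tested compounds plus 3 SD, set per screening campaign, cut at about 17% in these data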;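 note: 0% = plate median of test compound wells and 100% = 1 µM Z-Phe-Ala-diazomethylketone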
# PP5 inh: PP5 (human) phosphatase inhibition | purified PP5c, OMFP substrate fluorescence | inhibition, % at 6.7 µM | 320,000 tested, 0.18% active | P53041 | AID 1987;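 active = inhibition above the campaign's mean inhibition across all tested compounds plus 3 SD, cut at about 9.5% in these data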;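 note: 0% = DMSO only and 100% = 100 µM cantharidin control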
# Target sequence (P53041 whole entry, looked up): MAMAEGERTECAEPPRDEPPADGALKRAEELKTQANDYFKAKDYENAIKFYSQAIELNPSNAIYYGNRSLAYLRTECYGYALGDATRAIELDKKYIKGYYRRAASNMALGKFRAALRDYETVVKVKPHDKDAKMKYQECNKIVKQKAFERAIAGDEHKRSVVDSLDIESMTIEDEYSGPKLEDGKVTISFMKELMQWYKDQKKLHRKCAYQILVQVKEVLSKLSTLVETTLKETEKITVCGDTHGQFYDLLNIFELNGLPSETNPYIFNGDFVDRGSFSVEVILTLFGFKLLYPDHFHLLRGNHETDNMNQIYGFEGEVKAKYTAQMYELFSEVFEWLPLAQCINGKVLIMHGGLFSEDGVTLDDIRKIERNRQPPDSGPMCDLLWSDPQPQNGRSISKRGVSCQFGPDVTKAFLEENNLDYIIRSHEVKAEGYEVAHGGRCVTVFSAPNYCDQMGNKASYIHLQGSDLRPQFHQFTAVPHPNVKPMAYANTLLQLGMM
# PREPL inh: inhibitors of human prolyl oligopeptidase-like enzyme PREPL | 320,000 tested, 0.68% active | Q4J6C6 | AID 2751 | inhibition, % at 5.96 µM | recombinant PREPL, fluorescence polarization activity-based probe; in the data active = inhibition above about 43%;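 note: 0% = enzyme with DMSO and 100% = wells lacking enzyme; many of its hits are not listed in these tables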
# Efflux pump inh: antifungal efflux pump inhibition, Nile Red retention | S. cerevisiae Candida pump triplex | inhibition, % at 10 µM | 330,000 tested, 0.44% active | AID 485275;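 active = plate passing quality check with inhibition over a set limit, or well fluorescence over plate mean plus 4 SD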;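 note: Nile Red retained in pooled yeast measured as flow cytometry median fluorescence; 0% = buffer negative control and 100% = Enniatin B positive control; higher means more Nile Red kept so more efflux inhibition; some compounds called inactive have numbers as strong as hits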
# TPT1 inhibitor: inhibitors of Candida albicans tRNA 2'-phosphotransferase TPT1; recombinant caTPT1, FP RNA substrate dephosphorylation; inhibition, % at 5 µM; 300,000 tested, 0.81% active; AID 1962;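 active = inhibition above the mean of all tested compounds plus 3 SD, set per screening campaign, cut at about 24% in these data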;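 note: plate controls were DMSO alone for no effect and ferristatin control at 100 nM for full effect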
# PP1 inh: blocks human PP1-alpha phosphatase, a PP5 counter-screen; purified PP1alpha, OMFP fluorescence; inhibition, % at 6.7 µM; AID 2235; 320,000 tested, 0.9% active;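 active = inhibition above the mean inhibition of all tested compounds plus 3 SD, computed separately for each screening campaign, cut at about 15% in these data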
# Target sequence (P62136 whole entry, looked up): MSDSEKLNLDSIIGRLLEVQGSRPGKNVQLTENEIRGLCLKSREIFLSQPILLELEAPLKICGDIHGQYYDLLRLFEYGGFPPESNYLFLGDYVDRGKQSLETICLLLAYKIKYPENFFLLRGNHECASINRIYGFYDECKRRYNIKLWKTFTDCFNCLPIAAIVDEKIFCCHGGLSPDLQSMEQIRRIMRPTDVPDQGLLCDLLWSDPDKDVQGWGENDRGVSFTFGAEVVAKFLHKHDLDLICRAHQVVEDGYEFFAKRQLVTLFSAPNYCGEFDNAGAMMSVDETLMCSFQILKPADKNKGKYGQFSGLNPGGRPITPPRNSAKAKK
# core dimer inh: blocks dimerization of HCV core protein. inhibition, % at 5 µM. AID 1899. TR-FRET GST/Flag-core106 dimerization, 1536-well. 300,000 tested, 0.33% active;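 active = inhibition above the mean of all tested compounds plus 3 SD, set per screening campaign, cut at about 45% in these data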
#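 Assay system: tagged HCV core106 pair (GST and Flag); medium: KF-containing HEPES buffer, pH 7.45, DTT, CHAPS, BSA; also added: Eu donor and XL665 acceptor anti-tag antibodies; dosing: 5 µM single dose; timing: compound-protein-antibody incubation 4 h at 22.5 °C; signal: TR-FRET 671 and 617 nm emission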
# GASC-1 inh: blocks human GASC-1 demethylase activity | Q9H3R0 | GST-JMJD2C(1-420) H3K9me3 demethylation, DELFIA europium | inhibition, % at 2.35 µM | 330,000 tested, 0.069% active;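 active = more than half of a compound's replicate wells show inhibition beyond 50%, single wells judged on their own value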;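 note: signal counts dimethyl H3K9 product captured on neutravidin plate; 0% = median of DMSO wells and 100% = 0.3 times that DMSO median; strong numbers were not always called active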
# Active calls of the source: *; · = no result given; & = joins results of further samples. The list is partial (hit frequency here may not be typical).
SMILES,LYPLA2 inh,Fh CTSL1 inh,PP5 inh,PREPL inh,Efflux pump inh,TPT1 inhibitor,PP1 inh,core dimer inh,GASC-1 inh
O=C(NCCCn1cccn1)c1cc(COc2ccc(F)cc2Cl)on1,3,-1,1.9,1,0.1,1,-4,-4,0
Cc1nc(-c2cccc(NC(=O)c3cccs3)c2)cs1,0,0,0.7,-6,0.0,-1,0,3,-1
CC(C)CC(c1nnnn1Cc1ccccc1)N1CCN(C(=O)c2ccco2)CC1 (stereo not given),3,1,0.9,10,-0.1,2,-1,-2,-5
CCc1nnc2n1N=C(c1ccc(Br)cc1)CS2,-2,2,2.2,-10,0.1,1,-1,-5,19
Cc1ccc(Cn2c(=O)c3ccccc3n3c(CCC(=O)NCCN4CCOCC4)nnc23)cc1,2,-1,0.6,1,0.2,-2,-4,-5,-3
CCOC(=O)NN1C(=O)c2ccccc2NC1c1ccc(OC)cc1 (stereo not given),2,-1,-1.3,-1,0.3,5,2,-5,0
Cn1c(C2CCCCC2)nc2ccccc21,-1,-2,2.5,-11,-0.2,-2,1,1,8
CCOC(=O)Cc1ccc(NC(=O)c2ccccc2Br)cc1,6,4,2.7,9,-0.1,-2,1,0,10
COCCN(Cc1ccccc1)C(=O)Cc1ccc(S(=O)(=O)N2CCOCC2)s1,-1,·,0.2,1,0.0,·,0,·,2
CCN(CC)Cc1c(C(=O)N/N=C/c2cccc3ccccc23)nnn1-c1nonc1N,2,-3,4.5,25,0.2,-1,2,7,-12
CCOc1ccc(NC(=O)Cn2sc3nc(C)cc(C)c3c2=O)cc1,-1,2,-0.7,10,0.1,8,-4,1,4
CC(C)c1nc(CNC(=O)C2CCC(=O)N(CCc3ccc(Cl)cc3)C2)no1 (stereo not given),0,2,2.9,10,0.1,1,-1,0,-3
Cc1c(C=O)c(=O)n(-c2ccccc2)n1C,-4,-7,3.1,6,0.5,2,-5,-2,-5
O=C(OC1CCS(=O)(=O)c2sccc21)c1ccccc1 (stereo not given),8,1,2.9,-98,0.0,-3,0,-2,3
COc1ccc(CN2C(=O)C(CC(C)C)Nc3ncnc(N4CCCCC4)c32)cc1 (stereo not given),1,1,2.9,1,0.0,-4,16*,-2,2
NC1=NC(=O)C(CC(=O)NCc2ccccc2)S1 (stereo not given),0,1,0.4,-2,0.0,5,0,10,5
COc1ccc(Cl)cc1NC(=O)CSc1nnc(Cc2cccn2C)n1-c1ccc(F)cc1,-3,3,4.5,20,-0.2,-1,4,7,4
Cc1cccc(CSCc2ccc(C(=O)NC(C)C)o2)c1,8,-2,-1.2,15,-0.1,-4,-2,-9,29
O=C(NCC(=O)N(c1cccc(F)c1)C(C(=O)NC1CCCC1)c1ccco1)c1ccco1 (stereo not given),2,2,5.1,0,-0.1,0,-2,1,3
COc1ccc(OCC(O)Cn2c(Nc3cccc(C)c3)nc3c2c(=O)n(C)c(=O)n3C)cc1 (stereo not given),0,0,0.1,10,-0.3,-1,-1,5,4
Clc1ccc(OCCN2CCOCC2)cc1Cl,5,3,2.9,11,0.0,-8,-1,-9,1
CCOC(=O)c1cnn(-c2ccccc2)c1-n1cccc1C(=O)C(=O)Nc1ccccc1,-1,1,4.4,-4,0.2,-1,2,0,0
Cc1nc2ccccc2c(C)c1CC(=O)OC(C)C(=O)NC1(C#N)CCCCC1 (stereo not given),2,-7,-0.5,5,-0.1,-3,-5,-1,0
O=C1SC(SCc2ccccc2Cl)=N/C1=C\c1ccc(C(=O)O)cc1,-10,-3,-1.5,-8,0.0,1,5,12,24
CC(CCc1ccc(O)cc1)N(C)CCc1ccccc1 (stereo not given),0,1,0.8,-7,0.0,0,0,1,79
O=C1c2cnc3nc(SCc4cccc(Cl)c4)nn3c2CC2c3ccccc3CCN12 (stereo not given),8,-4,2.5,12,0.0,-3,5,2,-5
O=[N+]([O-])c1cccc(S(=O)(=O)NCc2ccncc2)c1,-5,1,0.7,3,0.0,-3,0,10,3
Cc1ccc(C2(c3ccccc3)NC(=O)N(CC(=O)N(C)C3CCS(=O)(=O)C3)C2=O)cc1C (stereo not given),4,·,3.6,20,-0.1,·,1,·,7
N#CCCn1cc(/C=N/O)c(-c2cccc([N+](=O)[O-])c2)n1,6,0,-1.0,-5,0.0,1,0,-2,-17
Cc1cccc(Cn2nc(C(C)(C)C)cc2C(=O)Nc2ccc(F)cc2)c1,-12,4,3.4,10,0.0,0,5,-2,-5
COc1ccc(-c2cc(=O)[nH][nH]2)cc1OC,-1,5,0.9,11,0.0,3,-1,-7,150
Cc1cc(NC(=O)CCCN2C(=O)c3cccnc3C2=O)no1,4,6,0.7,8,-0.1,-7,2,-2,2
COC(=O)NNC(=O)c1ccc(C(C)(C)C)cc1,-4,-2,-2.0,0,0.1,1,0,0,·
Cc1cc(SC#N)cc(C)c1NC(=O)CCl,-5,-2,3.9,0,0.5,-2,-5,-14,-2
Cc1oc(/C=N/NC(=O)CC2(C)OCCO2)cc1Br,4,1,0.9,3,0.1,-3,0,-4,-17
O=C(c1ccc(Cl)c([N+](=O)[O-])c1)N(Cc1cccc(Cl)c1)C1CCS(=O)(=O)C1 (stereo not given),-2,10,-2.9,-1,0.1,1,4,8,-9
CCOC(=O)c1cc(C)sc1NC(=O)c1ccc(Cl)s1,-5,0,-0.5,0,-0.1,2,-1,2,3
COc1cc2cc(-c3ccc(OC)c(OC)c3C)nc(N)c2cc1OC,-2,3,0.2,23,0.1,1,2,-1,5
O=C(CS(=O)(=O)Cc1ccccc1)Nc1nc2ccccc2s1,5,4,2.3,-56,0.0,2,-4,-10,1
Cc1ccc([C@@H]2[C@@H]3C(=O)N(c4ccccc4)C(=O)[C@@H]3[C@]3(C)C(=O)N(Cc4ccc(-c5ccccc5)cc4)CC(=O)N23)o1,1,-2,4.5,17,0.0,1,1,4,-13
CCOc1ccccc1CNC(c1ccccc1)c1ccccc1,-4,-3,3.8,9,-0.3,0,1,-6,0
CN1CCN(C(c2ccccn2)c2cc(Cl)c3cccnc3c2O)CC1 (stereo not given),4,1,9.3,17,0.0,1,72*,-8,-7
CCN(c1ccc(C(=O)CSc2nnc(C3CC3)n2C2CC2)cc1)S(C)(=O)=O,4,·,0.4,1,0.3,·,-3,·,-2
CCc1sc(N(C(=O)Cc2ccccc2)c2ccccc2)nc1-c1ccccc1,5,-2,2.9,5,0.0,2,-3,4,16
CCOC(=O)C1CCCN(Cc2ccc(OC)c(OCc3ccccc3)c2)C1 (stereo not given),-2,2,1.4,-10,-0.1,0,4,7,9

# Sorted by the number under PREPL inh (largest number first): some entries from above.
molecule	PREPL inh
O=C1c2cnc3nc(SCc4cccc(Cl)c4)nn3c2CC2c3ccccc3CCN12 (stereo not given)	12
Cc1c(C=O)c(=O)n(-c2ccccc2)n1C	6
O=C(NCC(=O)N(c1cccc(F)c1)C(C(=O)NC1CCCC1)c1ccco1)c1ccco1 (stereo not given)	0

# Reprinted at random: two entries already listed
SMILES,LYPLA2 inh,Fh CTSL1 inh,PP5 inh,PREPL inh,Efflux pump inh,TPT1 inhibitor,PP1 inh,core dimer inh,GASC-1 inh
CCOC(=O)c1cc(C)sc1NC(=O)c1ccc(Cl)s1,-5,0,-0.5,0,-0.1,2,-1,2,3
COc1ccc(-c2cc(=O)[nH][nH]2)cc1OC,-1,5,0.9,11,0.0,3,-1,-7,150

# Going on with the list:
SMILES,LYPLA2 inh,Fh CTSL1 inh,PP5 inh,PREPL inh,Efflux pump inh,TPT1 inhibitor,PP1 inh,core dimer inh,GASC-1 inh
O=C1C(Cl)=C(N2CCCCC2)C(=O)N1Cc1ccccc1,-8,8,-6.9,-2,-0.3,3,-9,-1,3
O=C(COc1cccc2ccccc12)NNC(=O)Nc1ccccc1,-10,16,0.1,-12,0.0,21,-2,11,10
CCCOc1ccc(-c2c(C(=O)N/N=C/c3ccc(C)o3)nnn2-c2nonc2N)cc1,-5,5,-2.3,2,0.0,-2,0,20,-3
COc1ccc(C2C(C(=O)N3CCN(C)CC3)c3cc(OC)c(OC)cc3C(=O)N2C)cc1 (stereo not given),5,-2,1.2,-5,0.0,0,-2,3,2
CC(C)NC(=O)CSc1nc(Cc2ccccc2)nc2ccccc12,-2,-9,-0.7,5,0.1,0,-5,5,2
Cc1cccc(OCCNC(=O)c2cc(-n3cnnc3)ccc2Cl)c1,-3,-1,-2.1,4,-0.1,0,1,-3,-4
O=C(N/N=C/c1ccc(Br)s1)c1ccc([N+](=O)[O-])cc1,-4,2,-0.2,16,0.1,-1,1,-6,8
COc1ccccc1C(=O)Nc1ccnn1C1CCN(CCC(C)c2ccc(C)o2)CC1 (stereo not given),12,-1,-0.3,20,-0.1,-1,0,-14,-1
CC1CC(C)CN(C(=O)C2CCN(C(=O)Nc3ccccc3)CC2)C1 (stereo not given),3,-1,-0.4,20,-0.1,-2,-8,-8,6
CCc1ccc2[nH]c(=O)c(C(c3nnnn3CCOC)N3CCN(c4ccccc4)CC3)cc2c1 (stereo not given),5,1,4.5,15,0.1,-5,3,2,8&-1
Cn1ncc2c(Sc3ccc(Cl)cc3)ncnc21,6,1,0.8,12,0.0,-3,-2,-1,0
CCOP(=O)(c1c(F)c(F)c(F)c(F)c1F)C(O)c1ccccc1 (stereo not given),-6,-5,4.0,0,0.0,-3,0,-2,5
CCC1=NN(C(=O)COc2ccccc2)C(O)(c2ccc(Br)cc2)C1 (stereo not given),5,1,6.3,-13,0.1,-5,1,-1,-4
CCOc1ccccc1C1C(C(=O)Nc2ccccc2OC)=C(C)Nc2nc(CCCO)nn21 (stereo not given),-2,0,2.0,5,-0.1,2,2,-3,-13
Cc1ccc(S(=O)(=O)N2CCOCC2)cc1C(=O)Nc1nc2ccccc2[nH]1,-4,11,-2.0,9,0.0,0,-6,-4,-5
COc1cc(OC)c(NC(=O)Cc2cccs2)cc1Cl,2,-1,-0.9,-1,0.0,-6,-2,7,3
COc1ccc(N/C(N)=N/c2nc(CSc3ccc(Cl)cc3)cc(=O)[nH]2)cc1,6,-2,2.6,1,-0.2,-2,0,3,-4
O=C(CN1CCCCCCC1)Nc1cccc(Cl)c1Cl,9,-6,-0.4,6,-0.1,10,-3,-8,-4
O=C(Nc1nccs1)C1(c2ccc(Cl)cc2)CC1,2,0,-0.2,0,0.1,-1,-2,0,31
O=C(NC(C(=O)c1ccccc1)n1ccc(=O)[nH]c1=O)c1ccccc1 (stereo not given),3,-2,2.6,-5,0.0,4,3,-5,-7
CC1CC1C(=O)OCc1cc(=O)n2cc(Br)ccc2n1 (stereo not given),4,5,3.0,16,0.0,0,0,-1,-12
Cc1ccc(/C=N/NC(=O)CSCc2ccc(Cl)cc2)cc1,3,2,1.8,-58,0.0,-3,5,4,2
COc1nc(OCCNS(=O)(=O)c2ccc(C)cc2)nc(N(C)C)n1,5,1,-1.0,5,0.0,-7,6,-1,3
COC(=O)c1[nH]c2ccc(Br)cc2c1NC(=O)CN1CCCCC1CCO (stereo not given),-3,-1,0.1,-15,-0.1,-8,-1,7,10
Cc1ccc(C(=O)Nc2cccc(NC(=O)c3ccc(C)cc3)n2)cc1,-5,-1,0.5,3,-0.3,-3,-2,2,3
Cc1ccc(C(=O)N2CCN(C(=O)c3ccccc3)C2c2ccc(N(C)C)cc2)cc1 (stereo not given),2,2,-1.1,13,0.0,-1,-1,-1,6
Cc1ccn2c(C(=O)NN=C3CCCCCCC3)c(C)nc2c1,-3,-2,-0.9,18,0.0,3,-2,-3,6
